From PubChem
GSIS activator: GLuc luminescence reporter in INS-1E cells, primary screen for activators of glucose-dependent secretion of insulin. INS-1E GLuc reporter insulin secretion, 2-3 h. activation, % at 16.6 µM. 0.61% of 370,000 active. AID 743287, 2014;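 active means lowest replicate activation of at least 40%, so every replicate reaches that level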;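 further: 0% = median of neutral control wells and 100% = median of IBMX positive control wells; some compounds called inactive have numbers as strong as hits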
ARNT TACC3 PPI: disruptors of ARNT/TACC3 protein interaction, primary screen, biochemical, AlphaScreen, single concentration; AlphaScreen His-ARNT PAS-B/GST-TACC3 binding, luminescence; TACC3 fragment carries E629A point mutation; Transforming acidic coiled-coil-containing protein 3 (Homo sapiens), Q9Y6A5; inhibition, % at 9.99 µM; 0.66% of 390,000 active;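 active means mean inhibition of replicates at least 50% and at least half of replicates each reaching 50%; inconclusive means half or more replicates reach 50% but mean below 50%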;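 further: 0% = complete ARNT plus TACC3 wells and 100% = ARNT alone without TACC3; many hits fall short of the cut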
CFTR F508del cor: F508del CFTR correction, initial screen, CFBE line, single point; 0.36% of 350,000 active; CFBE cells, YFP halide quenching; stimulated with forskolin plus potentiator P3; % fluorescence drop versus neutral controls; AID 720511, 2013; activity (quench increase), % at 7.58 µM;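 active means mean added fluorescence quench of at least 8% versus neutral control, with both replicates also reaching 8%; inconclusive means only one of the mean or replicate conditions met; inactive means mean below 8% and not both replicates reaching 8%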;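 further: cells transiently co-express mutant CFTR-F508del with the halide-sensitive YFP; corrector assay measuring rescue of mutant channel to the surface after 24 h compound exposure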
EWS-Fli inh: EWS/Fli-driven NR0B1 reporter inhibitors, primary screen, A673 cells, NR0B1 luciferase, luminescence, MLPCN library; 0.67% of 350,000 active; inhibition, % at 12.6 µM; viability-normalised;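 active means mean inhibition of at least 50% after viability correction, with every replicate also passing that limit; inconclusive means mean reaches 50% but only one of two replicates passes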;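 further: firefly luciferase signal divided by Alamar Blue viability fluorescence both relative to DMSO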
PAX8 inh HTS: inhibitors of PAX8-driven TPO luciferase reporter, primary screen, RMG-I cells, single concentration. inhibition, % at 12.6 µM. SteadyGlo, 24 h. AID 652154, 2013. 1.2% of 360,000 active;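 active means mean replicate inhibition at least 60% with every replicate also reaching 60%; inconclusive means only one of the two criteria is met; inactive means mean below 60% and not all replicates reaching 60%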;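 further: luciferase light reporting Pax8 driven TPO promoter activity; plate controls were median of neutral control wells for no effect and mitoxantrone controls for full effect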
ERp5 block: inhibitors of ERp5-driven insulin aggregation, primary screen, biochemical, turbidity, absorbance 650 nm, single point. 90 min. 0.05% of 350,000 active. inhibition, % at 9.99 µM. Protein disulfide-isomerase A6 (Homo sapiens), Q15084;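 active means mean replicate inhibition above about 25%, with every replicate also reaching it, limit read from the data, passing the limit was not always enough; inconclusive means only one of those two criteria met; inactive means neither criterion met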
Target sequence (Q15084 whole entry, looked up): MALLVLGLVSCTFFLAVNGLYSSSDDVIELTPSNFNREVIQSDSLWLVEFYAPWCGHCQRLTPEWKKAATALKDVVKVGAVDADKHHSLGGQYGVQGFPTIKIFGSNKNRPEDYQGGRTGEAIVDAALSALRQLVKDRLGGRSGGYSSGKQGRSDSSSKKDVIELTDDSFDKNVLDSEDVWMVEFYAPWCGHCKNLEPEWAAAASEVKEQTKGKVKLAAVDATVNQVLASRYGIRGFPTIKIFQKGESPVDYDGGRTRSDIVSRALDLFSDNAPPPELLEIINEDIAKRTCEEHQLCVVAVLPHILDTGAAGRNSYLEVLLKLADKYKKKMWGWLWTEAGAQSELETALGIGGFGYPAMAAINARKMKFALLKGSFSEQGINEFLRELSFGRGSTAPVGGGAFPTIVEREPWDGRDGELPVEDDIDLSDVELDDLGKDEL
Xi reactivation: activators of inactive X chromosome reactivation, primary screen, imaging, XiGFP fibroblasts, GFP high-content imaging, set 2. activation, % at 7.58 µM. AID 743238, 2013. 0.055% of 360,000 active. XiGFP mouse fibroblasts, % GFP-positive cells imaging, 3 d; cells co-treated with 5-aza-dC sensitizer; scaled so ellipticine positive control = 100%;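 active means mean normalized replicate activation at least 10% and every replicate at or above 10%; inconclusive means only one of the two criteria met; inactive means mean below 10% and not all replicates reach 10%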;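 further: 0% = median of on-plate neutral control wells and 100% = ellipticine 6 µM median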
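System: 68-5-11 XiGFP fibroblast line | Buffer or medium: DMEM containing 5-aza-dC | Compound: Single point | Times: Compounds 3 days, fix/stain 15 min at room temperature | Benchmarks: Positive control ellipticine, 6 µM final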
DENV2 CPE: inhibitors of DENV2 cytopathic effect, primary screen, cell-based, plate reader, single concentration | CPE inhibition, % at 9.99 µM | 1.7% of 350,000 active | DENV2-infected cells, cytopathic effect rescue; in the data active means CPE inhibition above about 20%, passing the limit was not always enough; inconclusive means no clear call, values can overlap the other calls; tested in BHK-21 cells;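 further: 0% = median of neutral control wells and 100% = median of positive control wells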
The depositor's hits bear a star; ? = inconclusive; . = no result given. Outcome played no part in choosing rows (roughly 4.2% active in at least one column).

SMILES	GSIS activator	ARNT TACC3 PPI	CFTR F508del cor	EWS-Fli inh	PAX8 inh HTS	ERp5 block	Xi reactivation	DENV2 CPE
COc1ccc(NC(=O)N(C)C[C@H]2OCCCC[C@H](C)Oc3ccc(NC(=O)CCC(F)(F)F)cc3C(=O)N([C@H](C)CO)C[C@@H]2C)cc1	5.3	-0.8	1.6	1.2	-13.0	-3.5	0.0	1.9
O=C(Nc1ccc(N2C(=O)C3C4C=CC(C4)C3C2=O)cc1)Nc1nncs1 (stereo not drawn)	-2.0	-0.2	2.3	-5.7	9.2	-2.1	0.1	-6.5
Cc1ccc(-n2nc3ccc(N)cc3n2)c(C)c1	-11.3	10.4	-0.6	40.6	-63.5	7.1	0.0	8.3
Cc1cc(C)cc(-c2nnc(SCC(=O)NCC3CCCO3)o2)c1 (stereo not drawn)	4.6	14.8	-0.2	13.4	-1.3	3.7	0.3	-2.1
COc1cccc(S(=O)(=O)N2CC[C@H]3[C@H](CO)Nc4ccc(Br)cc4[C@H]32)c1	-0.3	-9.3	1.3	-4.4	4.5	.	0.0	.
O=C(NCc1ccc(F)cc1)c1cc(C2CCCN(C(=O)c3ccccn3)C2)on1 (stereo not drawn)	5.8	.	0.8	-1.6	4.0	6.8	0.0	-11.1
CCCn1nc2cc(C(=O)NCc3ccc(OC)cc3)ccc2c1OCC	1.7	1.0	0.6	8.8	-20.9	-1.0	-0.1	18.5
COc1ccc(C(=O)NNC(=O)c2ccc(S(=O)(=O)N3CC(C)OC(C)C3)cc2)cc1 (stereo not drawn)	0.0	.	0.7	5.3	-1.9	2.6	0.2	-7.2
O=C(CCCn1c(=S)[nH]c2ccccc2c1=O)NCCSCc1ccccc1	-4.8	-2.8	0.2	6.7	12.1	0.1	0.2	2.7
O=C(CCc1nc(-c2ccc(F)cc2)no1)Nc1cccc(C(=O)NC2CC2)c1	-1.2	0.6	5.6	5.1	14.1	-20.7	0.0	10.7
COc1ccc(C)cc1-n1cnnn1	7.4	-3.8	4.1	1.9	21.6	6.8	0.1	8.3
C[C@@H]1CN([C@H](C)CO)S(=O)(=O)c2ccc(-c3ccncc3)cc2O[C@H]1CN(C)C(=O)Nc1ccc(F)cc1	-9.3	-6.4	-0.5	5.9	.	4.3	0.0	-8.5
CCN(CC)CCCN(Cc1cc2cc3c(cc2[nH]c1=O)OCO3)C(=S)NCCCN(C)C	.	0.4	1.1	3.9	6.6	3.6	-0.1	-5.6
N#C/C(=C(/O)CCCl)c1ccccn1	1.9	-2.4	.	.	12.3	.	0.0	.
COc1cc(C(=O)/C=C/Nc2ccc(NC(C)=O)cc2)cc(OC)c1OC	-5.6	6.9	.	.	-4.6	.	0.1	.
Cc1ccccc1NC(=O)c1cc2ccccn2n1	12.3	1.9	-2.2	-36.3	-107.4	1.6	0.0	18.7
Cc1cc(NC(=O)Cn2nc(C)c([N+](=O)[O-])c2C)no1	9.3	-2.5	-1.2	3.2	1.2	-6.6	0.0	-2.4
COCC(=O)N1C[C@H](C)[C@@H](OC)CN(C)C(=O)c2ccc(NC(=O)c3ccc(OC)cc3)cc2OC[C@@H]1C	-5.7	.	-0.5	4.4	.	.	0.0	1.3
Cc1ccc(CC(=O)NCC(c2ccco2)N(C)C)cc1C (stereo not drawn)	-2.3	-0.1	-1.4	11.7	8.4	-4.0	0.2	.
CCC1CCCCN1Cc1nc2c(c(=O)n(C)c(=O)n2C)n1CC(C)C (stereo not drawn)	.	30.9	4.6	4.6	-4.2	-2.3	0.2	-7.1
O=[N+]([O-])c1ccc2[nH]ccc2c1	-1.6	.	0.2	-6.6	11.0	-2.1	0.4	17.5
Cc1ccc(S(=O)(=O)N(C)C[C@@H]2Oc3c(NC(=O)CCCCCC(=O)Nc4ccccc4N)cccc3C(=O)N([C@H](C)CO)C[C@@H]2C)cc1	3.0	.	0.7	-15.8	17.0	1.6	0.1	2.5
COc1ccc(CN(C)C[C@H]2OCCCC[C@H](C)Oc3ccc(NC(=O)NC4CCCCC4)cc3C(=O)N([C@H](C)CO)C[C@H]2C)cc1	-36.4	-3.9	2.8	2.2	.	-2.8	0.0	-4.6
Cc1ccc(C(=O)C[n+]2cccc(C(N)=O)c2)cc1	.	1.5	1.6	7.2	-21.7	.	0.0	2.7

12 structures from above, arranged by formula weight, rising.
SMILES	GSIS activator	ARNT TACC3 PPI	CFTR F508del cor	EWS-Fli inh	PAX8 inh HTS	ERp5 block	Xi reactivation	DENV2 CPE
O=[N+]([O-])c1ccc2[nH]ccc2c1	-1.6	.	0.2	-6.6	11.0	-2.1	0.4	17.5
N#C/C(=C(/O)CCCl)c1ccccn1	1.9	-2.4	.	.	12.3	.	0.0	.
Cc1ccccc1NC(=O)c1cc2ccccn2n1	12.3	1.9	-2.2	-36.3	-107.4	1.6	0.0	18.7
Cc1ccc(C(=O)C[n+]2cccc(C(N)=O)c2)cc1	.	1.5	1.6	7.2	-21.7	.	0.0	2.7
Cc1cc(NC(=O)Cn2nc(C)c([N+](=O)[O-])c2C)no1	9.3	-2.5	-1.2	3.2	1.2	-6.6	0.0	-2.4
CCC1CCCCN1Cc1nc2c(c(=O)n(C)c(=O)n2C)n1CC(C)C (stereo not drawn)	.	30.9	4.6	4.6	-4.2	-2.3	0.2	-7.1
COc1cc(C(=O)/C=C/Nc2ccc(NC(C)=O)cc2)cc(OC)c1OC	-5.6	6.9	.	.	-4.6	.	0.1	.
O=C(CCc1nc(-c2ccc(F)cc2)no1)Nc1cccc(C(=O)NC2CC2)c1	-1.2	0.6	5.6	5.1	14.1	-20.7	0.0	10.7
CCN(CC)CCCN(Cc1cc2cc3c(cc2[nH]c1=O)OCO3)C(=S)NCCCN(C)C	.	0.4	1.1	3.9	6.6	3.6	-0.1	-5.6
COCC(=O)N1C[C@H](C)[C@@H](OC)CN(C)C(=O)c2ccc(NC(=O)c3ccc(OC)cc3)cc2OC[C@@H]1C	-5.7	.	-0.5	4.4	.	.	0.0	1.3
C[C@@H]1CN([C@H](C)CO)S(=O)(=O)c2ccc(-c3ccncc3)cc2O[C@H]1CN(C)C(=O)Nc1ccc(F)cc1	-9.3	-6.4	-0.5	5.9	.	4.3	0.0	-8.5
Cc1ccc(S(=O)(=O)N(C)C[C@@H]2Oc3c(NC(=O)CCCCCC(=O)Nc4ccccc4N)cccc3C(=O)N([C@H](C)CO)C[C@@H]2C)cc1	3.0	.	0.7	-15.8	17.0	1.6	0.1	2.5

The list goes on:
SMILES	GSIS activator	ARNT TACC3 PPI	CFTR F508del cor	EWS-Fli inh	PAX8 inh HTS	ERp5 block	Xi reactivation	DENV2 CPE
O=C(NCCC1=CCCCC1)C1CC(=O)N(C2CCCCCC2)C1 (stereo not drawn)	7.3	-5.9	0.1	0.9	.	0.5	.	3.5
O=C(CN1C(=O)NC2(CCCCCC2)C1=O)N1CCN(c2ccc(F)cc2)CC1	1.1	5.5	-6.5	7.8	-4.0	6.9	0.1	2.5
COc1ccc2c3c(n(C)c2c1)[C@@H](CO)N(CC1CCCCC1)CC31CCN(Cc2nccs2)CC1	-32.8	.	-2.0	7.9	27.9	2.3	0.3	0.8
CC(C)(C)NC(=O)CN(CCN1CCOCC1)C(=O)CNS(=O)(=O)c1ccccc1	14.2	-20.6	-0.6	-0.3	10.3	2.2	0.0	-0.5
C[C@H](CO)N1C[C@H](C)[C@H](CN(C)C(=O)CN(C)C)Oc2cc(C#Cc3ccccc3)ccc2S1(=O)=O	18.4	3.1	3.7	-15.2	.	0.5	-0.3	5.0
COc1cccc(CN2CC3(CN(C(C)=O)C3)c3c(n(C)c4cc(OC)ccc34)[C@@H]2CO)c1	8.7	.	0.1	-2.5	.	2.6	0.3	0.9
CC(=O)c1cccc(NC(=O)c2ccc(NC(=O)CC3SC(N4CCCCC4)=NC3=O)cc2)c1 (stereo not drawn)	9.3	-17.3	-2.3	2.6	.	-3.7	0.4	3.7
COc1ccccc1Cn1c(/C=C/c2ccccc2)nc2ccccc21	-18.8	-0.8	.	.	-137.3	.	0.1	.
Cc1cnc(C(=O)OC(C)C(=O)Nc2ccc(Oc3ccccc3)cc2)cn1 (stereo not drawn)	-50.0	-2.1	-6.3	-9.5	-18.9	0.1	0.6	17.9
C[C@H]1CN([C@@H](C)CO)C(=O)Cc2cc(NC(=O)CCCCCC(=O)Nc3ccccc3N)ccc2O[C@H]1CN(C)Cc1ccc(C(F)(F)F)cc1	4.4	8.6	-3.0	55.9*	35.6	6.6	1.0	80.4*
CCOC(=O)C1(Cc2ccc(OC)cc2)CCN(C(=O)[C@@H]2CCCN2C(C)=O)CC1	2.2	2.5	1.2	-17.5	-31.2	1.4	0.1	2.7
CCCN(C(=O)CN1C(=O)NC2(CCCCCC2)C1=O)C1CCS(=O)(=O)C1 (stereo not drawn)	.	-25.3	0.7	3.2	5.9	7.1	0.1	8.8
Clc1ccc(CSc2nnc(-c3ccccn3)n2Cc2ccco2)cc1Cl	-43.3	.	-0.2	7.9	-3.9	2.1	0.0	2.0
COc1cc(C(=O)Nc2cc(-c3cn4cccnc4n3)ccc2C)cc(OC)c1OC	2.6	0.2	4.5	-7.9	-8.9	2.0	0.0	13.7
C[C@H](CO)N1C[C@H](C)[C@H](CN(C)Cc2ccncc2)Oc2ccc(NS(=O)(=O)c3cccs3)cc2CC1=O	9.6	0.3	2.7	-8.8	-5.1	.	-1.3	-6.9
O=C(CN1CCOCC1)Nc1c(Cl)cc(Cl)cc1Cl	5.7	-0.7	-1.4	6.1	-4.8	1.9	0.6	3.5
Cc1cc(NS(C)(=O)=O)c(=O)n(Cc2cccc(C(F)(F)F)c2)c1	-0.9	.	4.0	2.4	14.5	0.1	-0.1	-0.7
O=C1CN2CCC1C/C2=C\c1ccnc2c(Cl)cccc12 (stereo not drawn)	-6.0	12.3	-0.4	2.0	-2.1	-0.8	0.0	-1.9
Oc1nc(-c2ccc(Br)cc2)n2ccncc12	-4.8	.	0.5	-0.7	7.2	1.2	0.0	-3.2
CCOc1ccc(S(=O)(=O)Nc2cccc(C(=O)N3CCN(c4cccc(OC)c4)CC3)c2)cc1	-8.4	10.3	-0.7	9.6	15.7	1.0	0.6	0.2
O=C(NC1CCN(S(=O)(=O)c2ccc(F)cc2)CC1)C1CCCCC1	-3.2	2.5	2.6	2.5	-10.3	-2.7	0.0	?
C/C=C/c1ccc([C@@H]2[C@@H](CO)N(C(C)=O)[C@@H]2CN(C)C(=O)c2ccccn2)cc1	5.3	-3.2	0.3	6.6	-7.3	-2.3	0.0	1.0
O=C(N[C@@H]1CC[C@H](CC(=O)N2CCOCC2)O[C@@H]1CO)c1ccc2c(c1)OCO2	7.8	0.3	-1.9	-1.4	-1.7	11.2	0.5	9.8
